Assay outcomes (PubChem)
RSV antiviral HEp-2 = RSV antiviral activity via CPE protection, HEp-2 cells, primary 10 µM value included (AID 2391); HEp-2 cells, RSV-induced CPE inhibition; higher % means a stronger effect; CPE inhibition, % at 10 µM, or IC50 in µM where a hit was titrated; 310,000 tested, 0.13% active; in the data active = a potency from the dose series; also: strong numbers were not always called active
TNAP activation fold = human TNAP enzyme activators, primary screen, biochemical, luminescent, no phosphate acceptor, uHTS (AID 1001); Alkaline phosphatase, tissue-nonspecific isozyme (Homo sapiens); purified TNAP, luminescent activation assay, no phosphate acceptor; higher activation fold means a stronger effect; one-dose activation fold at 20 µM; EC50 in µM for titrated hits; 200,000 tested, 0.03% active; in the data active = activation fold from about 3, or a potency from the dose series; inactive = the rest, 99 in 100 with activation fold below about 1.6; also: many of its hits are not listed in these tables
PMI inhibitors = inhibitors of human PMI, primary screen, biochemical, fluorescence intensity, coupled assay (AID 1209). purified PMI enzyme, coupled fluorescence intensity; higher % means a stronger effect. one-dose inhibition, % at 20 µM; IC50 in µM for titrated hits. 190,000 tested, 0.42% active;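 also: plate controls were DMSO vehicle for no effect and wells lacking substrate for full effect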
PhoP inhibition = inhibitors of PhoP regulon expression, primary screen, Salmonella Typhimurium, GFP reporter (AID 1863). 300,000 tested, 0.16% active. S. Typhimurium PhoP-regulated promoter GFP reporter, 4 h; higher % means a stronger effect. one-dose inhibition, % at 50 µM; IC50 in µM for titrated hits;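 active = inhibition over 29.93%, a cutoff 3 SD above the screen mean, later confirmed by dose response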;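 also: 0% = low Mg2+ inducing control and 100% = high Mg2+ repressing control; strong numbers were not always called active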
West Nile virus CPE = West Nile virus antiviral activity, cell-based, CPE readout (AID 1621); CPE inhibition, % at 10 µM; hits with a dose series show IC50 in µM; West Nile virus-infected cells, CPE inhibition; higher % means a stronger effect; 290,000 tested, 0.02% active; in the data active = a potency from the dose series; also: strong numbers were not always called active
CSM14.1 death rescue = rescue of cells from ER stress-induced death, primary screen, 384-well, CSM14.1, thapsigargin, ATP luminescence (AID 1222); CSM14.1 thapsigargin-induced death rescue, ATP luminescence; higher % means a stronger effect; one-dose cellular ATP content (survival), % at 20 µM; EC50 in µM for titrated hits; 190,000 tested, under 10 active;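 active = EC50 below 50 µM in the dose-response confirmation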;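 also: death triggered by thapsigargin at about 15 µM added after 2 h compound pretreatment; cell ATP read after overnight thapsigargin exposure of roughly 18 to 22 hours; normalized against plate controls of thapsigargin alone and 5% DMSO vehicle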
Large T inhibition = SV40 large T antigen inhibitors, biochemical (AID 1903); 310,000 tested, 0.39% active; SV40 large T antigen ATPase/helicase inhibition assay; higher % means a stronger effect; inhibition, % at 20 µM, or IC50 in µM where a hit was titrated; in the data active = a potency from the dose series; also: strong numbers were not always called active
Ins promoter up = insulin promoter activators in MIN6 cells, imaging, high-content screening, mouse beta cells. z-score at 5 µM. AID 1625, 2009. MIN6 insulin promoter-GFP reporter; active compounds read high. 190,000 tested, 0.3% active;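 active = z-score above 3 at 5 µM with at least 500 cells counted in the well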
PMI inhibition = human PMI inhibitors, high substrate, primary screen, biochemical, fluorescence intensity, high mannose 6-phosphate (AID 1220) | recombinant PMI enzyme, coupled fluorescence intensity; higher % means a stronger effect | one-dose inhibition, % at 20 µM; IC50 in µM for titrated hits | 190,000 tested, 0.66% active
Ins promoter up cell count = further read-out of Ins promoter up, marked with its call; cell count; measured here: cytotoxicity, nuclei count;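 total cells summed across four imaged fields per well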
The depositor's hits bear a star; · = no result given. Rule as the data show it, unless noted: active = inhibition above about 50%; inactive = the rest.

Structure,West Nile virus CPE,Ins promoter up,PhoP inhibition,RSV antiviral HEp-2,PMI inhibitors,TNAP activation fold,PMI inhibition,Large T inhibition,CSM14.1 death rescue,Ins promoter up cell count
O=C(O)COC(=O)C1C(c2ccccc2)C(C(=O)O)C1c1ccccc1 (stereo not given),0.2%,0.07,-2.6%,4.5%,-15.6%,1.1,-10.2%,6.6%,-1.6%,1380
CC12C=CC3(CN(Cc4ccccc4)C(=O)C3C1C(=O)NCc1ccco1)O2 (stereo not given),0.1%,0.53,-7.7%,0.1%,-1.1%,1.1,-1.3%,3.3%,-1.2%,1334
Cc1c(Cl)cccc1NC(=O)C1C2C=CC(C2)C1C(=O)O (stereo not given),-0.5%,·,-7.4%,0.2%,·,·,·,19.6%,·,·
O=C(c1cccc(Cl)c1)C1CCCN(Cc2ccc(N3CCNC3=O)cc2)C1 (stereo not given),-0.6%,-0.09,9.1%,-0.2%,10.5%,1.1,-4.2%,-1.0%,1.2%,1481
C#CCOCCOCCOCCNc1nc(N2CCN(C(=O)[C@H]([C@@H](C)CC)n3cc([C@@H](N)Cc4ccc(O)cc4)nn3)CC2)nc(N2CCN(C(=O)[C@H](Cc3cc4ccccc4[nH]3)n3cc([C@@H](N)C(C)CC)nn3)CC2)n1 (stereo not given in full),·,0.22,-1.0%,-0.9%,-12.8%,1.7,-1.2%,9.9%,5.8%,955
NCCCC[C@H]1CN=C(N)N1CCc1cccc2ccccc12,-0.5%,·,-2.1%,-1.5%,·,·,·,22.3%,·,·
O=c1c2cn[nH]c2[nH]c(=S)n1-c1ccccc1,0.5%,·,-4.6%,0.4%,3.2%,1.5,-2.9%,3.9%,-0.7%,·
COc1ccc(-c2nc(SC)n(C(=O)c3ccco3)n2)cc1,-0.2%,-0.11,6.5%,1.3%,5.4%,0.5,-0.3%,7.3%,-2.7%,1150
CCCC(C)c1nnc(NC(=O)CN2C(=O)c3ccccc3C2=O)s1 (stereo not given),0.3%,-0.25,1.5%,4.2%,12.7%,1.1,3.7%,7.5%,-0.3%,1552
COC(=O)Cn1nc(-c2ccccc2)c2ccccc21,0.4%,·,11.3%,0.6%,-9.3%,1.1,-4.2%,9.4%,2.0%,·
COC(=O)C1(CO)NC(c2ccc(C)cc2)C2C(=O)N(c3ccccc3)C(=O)C21 (stereo not given),0.5%,·,14.1%,0.1%,·,·,·,-0.2%,·,·
O=C1COCC(=O)N1CCc1c[nH]c2ccccc12,0.6%,0.05,1.8%,2.1%,·,·,·,7.5%,·,1377
COc1cc(C(=O)N2c3ccccc3CCC2C)cc(OC)c1OC (stereo not given),-1.1%,·,-2.7%,10.2%,·,·,·,6.0%,·,·
COc1cccc(-c2nc3c(c(=O)[nH]c(=O)n3Cc3ccccc3)n2CCO)c1OC(F)F,0.8%,·,-1.4%,6.0%,·,·,·,5.9%,·,·
O=C(Cc1ccccc1)NNC(=S)Nc1ccccc1,-0.3%,0.36,9.4%,-1.5%,8.0%,2.1,3.9%,6.2%,2.1%,1344

Next section.
Structure,West Nile virus CPE,Ins promoter up,PhoP inhibition,RSV antiviral HEp-2,PMI inhibitors,TNAP activation fold,PMI inhibition,Large T inhibition,CSM14.1 death rescue,Ins promoter up cell count
CCN(CC)CCNC(=O)c1ccccc1C(=O)c1ncc[nH]1,0.1%,1.27,-2.4%,2.1%,12.8%,1,8.5%,8.8%,-1.8%,808
O=C(CCSc1nnc(-c2ccncc2)o1)Nc1ccccc1Cl,0.2%,-0.29,12.0%,1.4%,11.0%,1.1,4.7%,10.3%,1.1%,1173
CN1C(C(=O)NCc2cccc(C(F)(F)F)c2)CC2Cn3c(nc4cc(Cl)c(Cl)cc43)C21 (stereo not given),-0.9%,0.6,-0.2%,3.4%,·,·,·,12.3%,·,863
Cc1cccc(-n2nc(C)c3c2NC2=C(C(=O)CCC2)C3c2ccccn2)c1 (stereo not given),-0.2%,-0.14,-4.0%,2.6%,-26.9%,1.1,-4.2%,1.5%,15.0%,1316
O=C(Nc1ccccc1)c1cccc2c(Br)cccc12,-1.0%,·,5.2%,-0.4%,·,·,·,8.4%,·,·
N#CCCn1cc(C(=O)Nc2ccc(C(=O)O)cc2)c(-c2cc3ccccc3o2)n1,0.2%,-0.13,1.4%,0.8%,-2.7%,1,-7.5%,6.5%,-0.9%,1489
CC(C)c1ccc(O)c(NC(=O)c2cncc(Br)c2)c1,0.3%,0,34.8%,7.0%,8.2%,1.1,9.4%,-8.5%,-2.8%,1931
N#CCc1ccc(NC(=O)c2ccc(S(=O)(=O)N3CCOCC3)cc2)cc1,-0.1%,·,0.2%,1.5%,·,·,·,5.6%,·,·
Cn1nccc1C(=O)N1CCN(c2cccc(Cl)c2)CC1,-0.3%,·,3.1%,1.2%,·,·,·,15.9%,·,·
O=C1NCCCc2nc(Oc3ccccc3)sc21,0.8%,-0.42,-8.4%,0.8%,4.4%,1.1,-0.8%,7.9%,0.7%,1256
CCC(C)NCCCOc1ccc(Cl)cc1C(C)(C)C (stereo not given),-0.7%,-0.37,5.0%,1.1%,-15.3%,1.1,-22.2%,-5.2%,-1.1%,1367
COc1cc(C(=O)NCC(=O)N2CCN(S(=O)(=O)c3cc(C)ccc3C)CC2)cc(OC)c1OC,1.0%,·,-5.2%,2.0%,·,·,·,22.8%,·,·
CN(C(=O)c1ccc(S(=O)(=O)N2CCCC2)cc1)C1CCCCC1,·,-0.58,-2.8%,0.6%,-2.9%,1.1,-1.2%,12.3%,-0.8%,932
CCOC(=O)c1c(C)[nH]c(C(=O)N2CCC(C(=O)OCC)CC2)c1C,0.0%,·,-8.8%,1.4%,·,·,·,1.8%,·,·
Cc1c(NC(=O)CC(O)(C(F)(F)F)C(F)(F)F)c(=O)n(-c2ccccc2)n1C,0.4%,0.23,3.4%,-0.7%,9.3%,1.1,9.0%,-2.0%,-2.5%,1287

(listing goes on)
Structure,West Nile virus CPE,Ins promoter up,PhoP inhibition,RSV antiviral HEp-2,PMI inhibitors,TNAP activation fold,PMI inhibition,Large T inhibition,CSM14.1 death rescue,Ins promoter up cell count
CCCCCC(=O)Nc1nc(C)c(-c2csc(Nc3ccccc3OC)n2)s1,-0.3%,-1.85,1.5%,11.1%,17.6%,1,25.5%,13.2%,0.3%,1202
Cc1ccccc1C1C(=O)c2ccccc2C1=O,0.2%,·,-6.0%,0.1%,·,·,·,1.8%,·,·
O=C(NCCc1ccccc1)c1noc2c1CCc1ccccc1-2,0.2%,-0.4,-8.6%,4.3%,7.0%,1.1,6.3%,13.4%,15.0%,1238
CCOC(=O)C(=NCCCN(C)C)NNc1ccc(Br)cc1,-0.3%,-0.14,5.1%,6.2%,-5.7%,0.9,-7.0%,11.5%,-3.4%,1330
COc1ccc(C(=O)c2ccsc2N)cc1,-0.7%,·,1.3%,1.4%,·,·,·,27.6%,·,·
COc1ccccc1NC(=O)CCCC(=O)OC(C)C(=O)c1ccccc1 (stereo not given),0.2%,·,6.9%,0.9%,·,·,·,2.8%,·,·
CCOC(=O)N/N=C/c1ccccc1F,·,-0.35,13.9%,0.0%,1.5%,1.1,-2.1%,14.6%,-3.2%,1671
CCN1CCN(CCCN(Cc2ccco2)C(=S)Nc2ccc(C)c(Cl)c2)CC1,0.1%,-0.21,8.2%,4.5%,5.2%,1,3.3%,12.4%,-0.9%,1110
Clc1ccc(-n2nnc(-c3cccnc3Cl)n2)cc1Cl,0.0%,-0.18,-4.0%,2.1%,7.8%,1.1,0.8%,4.4%,1.5%,1423
CCc1ccc(OCC(=O)NC2CC(C)(C)NC(C)(C)C2)cc1,-0.2%,0.66,2.3%,-0.3%,3.9%,1.1,-1.4%,7.8%,4.0%,1649
CN(Cc1cccs1)C(=O)CSc1nc(N)cc(N)n1,-0.4%,-1.23,0.1%,0.4%,-8.5%,1.2,-6.8%,6.6%,-0.7%,1277
CCNC(=S)N/N=C(\C)c1ccc2c(c1)OCCO2,0.2%,-0.27,-4.1%,4.6%,-6.1%,1,-7.2%,10.2%,-1.6%,1322
CN1C[C@@H]2C(c3ccc(C(F)(F)F)cc3)C3(c4ccccc4)CC2(C3)[C@H]1c1ccccc1 (stereo not given in full),-0.3%,0.02,3.0%,10.0%,·,·,·,11.1%,·,884
Cc1ccccc1-n1c(=S)[nH]c2nc3c(cc2c1=O)CCCC3,-0.9%,-0.12,·,-1.2%,7.3%,0.9,8.4%,·,1.8%,1554
Cc1ccc(S(=O)(=O)N2CCCC(C(=O)NCCC3=CCCCC3)C2)cc1 (stereo not given),-0.5%,·,-1.2%,0.2%,-1.6%,1.2,-4.4%,9.3%,-0.6%,·

Next compounds.
Structure,West Nile virus CPE,Ins promoter up,PhoP inhibition,RSV antiviral HEp-2,PMI inhibitors,TNAP activation fold,PMI inhibition,Large T inhibition,CSM14.1 death rescue,Ins promoter up cell count
CC(=O)c1cccc(N(C(=O)c2ccccn2)C(C(=O)NC2CCCCC2)c2cccs2)c1 (stereo not given),-0.5%,0.13,2.3%,0.1%,-10.7%,0.9,-12.3%,3.5%,-2.9%,1666
COc1ccc(N2C(=O)[C@@H]3Cc4ccccc4CN3C2=O)cc1,0.1%,0.45,9.4%,0.5%,1.0%,1.1,-5.5%,-1.7%,5.3%,1226
C[C@@H]1CC[C@H](O)/C=C/C(=O)O[C@H](C)CC[C@H](O)/C=C/C(=O)O1,-0.2%,0.69,0.7%,1.6%,·,·,·,10.7%,·,1046
COc1ccccc1-c1cc(C(F)(F)F)nc(N2CCN(c3ccc(F)cc3)CC2)n1,0.4%,0.37,-5.8%,7.7%,7.9%,1,8.6%,15.5%,-1.0%,902
COc1cc2c(cc1NC(=S)Nc1cccc(C(F)(F)F)c1)oc1ccccc12,0.0%,-0.57,-6.3%,20.3%,10.9%,1,6.2%,33.5%,5.2%,894
COCCN(Cc1cc2ccc(C)cc2[nH]c1=O)S(=O)(=O)c1ccccc1,-0.9%,·,-1.5%,4.4%,·,·,·,8.8%,·,·
CCOc1ccc(C(=O)Nn2cnnc2)cc1,0.0%,·,-10.3%,0.9%,-10.7%,1.1,-3.1%,7.0%,1.5%,·
O=C(NC(N1CCCCCC1)C(Cl)(Cl)Cl)c1ccccc1Cl (stereo not given),0.1%,0.02,-12.0%,0.9%,-6.8%,0.8,-1.1%,5.2%,3.3%,1375
CCc1ccc(OCC(=O)Nc2cc(S(=O)(=O)CC)ccc2O)cc1,·,0.01,-5.8%,1.6%,2.4%,1.1,6.5%,1.6%,-0.4%,1534
O=C1c2ccccc2C(=O)N1CCCON1C(=O)c2ccccc2C1=O,0.0%,0.33,-2.1%,1.1%,-0.8%,1.1,6.1%,4.1%,4.4%,1406
N#CC1=C(N)OC2=C(C(=O)CCC2)C1c1ccc(OC(=O)N2CCOCC2)cc1 (stereo not given),0.2%,0.06,-3.9%,0.6%,6.8%,1.1,3.8%,5.3%,·,1294
Oc1ccc(-c2nccc(-c3ccc(Cl)cc3Cl)n2)cc1,-0.7%,-0.45,4.8%,5.9%,2.0%,1,0.5%,10.4%,-0.3%,1173
Cc1ccc(NC(=O)Nn2cnnc2)cc1,0.3%,·,6.1%,1.0%,·,·,·,7.5%,·,·
CCOC(=O)c1ccc(NC(=S)NC(=O)COc2ccccc2)cc1,-0.6%,-0.71,-11.0%,0.3%,3.8%,0.9,5.5%,6.7%,-0.6%,1239
